# A549 tox: Nrf2 qHTS screen for inhibitors: counterscreen for cytotoxicity; A549 ARE-Fluc cells, CellTiter-Fluor viability, 18-24 h; Potency, µM (highest dose often 46 µM), inactives show top-dose activity change, negative = cytotoxicity, actives largely listed as inhibitors; 0.16% of 390,000 active; also: potency is read from the fitted curve at half-maximal effect; % is scaled to controls: 0 for no effect and ±100 for the full control effect
#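 A549 ARE_Fluc cells in 5% FBS OPTI-MEM were exposed to compounds in concentration-response for 18-24 h at 37 deg C. Viability was read by CellTiter-Fluor fluorescence (Ex 405/Em 525) after 30 min, before the luciferase read.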
# MCF10A rereplic: A quantitative high throughput screen for small molecules that induce DNA re-replication in MCF 10a normal breast cells | Potency, µM (highest dose often 46.1 µM), for the others: top-dose activity, positive = re-replication, most hits filed as activators | MCF 10A DNA re-replication, Hoechst nuclear intensity, 48 h | 2.9% of 350,000 active; also: potency is read from the fitted curve at half-maximal effect; % of control where 0% means no effect; nearly all actives have a fitted effect of over 50% in size
# S2 tox: Viability Counterscreen for Primary qHTS for Inhibitors of ATXN expression | S2 cells (HEK-293 line with an ATXN2-luciferase reporter) viability, CellTiter-Fluor protease fluorescence, 24 h | Potency, µM (series often up to 56.7 µM), most hits filed as cytotoxic | 0.49% of 400,000 active; also: potency is read from the fitted curve at half-maximal effect; nearly all actives have a fitted effect of over 40% in size
# HepG2 viability: qHTS for Inhibitors of TGF-b: Cytotox Counterscreen; HepG2 CAGA-GFP viability, ATP luminescence, 18 h; Potency, µM (doses to about 46.1 µM), for the others: top-dose activity change, negative = cytotoxicity, actives largely listed as cytotoxic; 0.76% of 410,000 active; AID 588856, 2011; also: potency is read from the fitted curve at half-maximal effect; some results filed as inactive show a strong effect at the top dose
#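 CellTiter-Glo luminescence gave cytotoxicity after 18 hours at 37 degrees C. The cells were HepG2 CAGA-GFP in 1% FBS DMEM, stimulated with 500 pg/mL TGF-beta after compound addition. %Activity was normalised to no-cell wells (complete cell-killing) and DMSO (no toxicity), and curves were fitted and classified.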
# IL1B secr inh: qHTS for Inhibitors of Inflammasome Signaling: IL-1-beta AlphaLISA Primary Screen. THP-1 LPS/ATP IL-1B secretion, AlphaLISA, 16 h; stronger effect = lower value. activity change, % at 57.5 µM. 4.7% of 360,000 active. AID 743279, 2014; in the data active = activity change below about -50%; inconclusive = mostly about -30% to -49%; also: % is scaled to controls: 0 for no effect and ±100 for the full control effect
#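 THP-1 cells pretreated 1 hr with compounds (up to 57.5 uM final), then stimulated with LPS (250 ng/mL final) plus ATP (1.25 mM final); secreted IL-1B measured by AlphaLISA after 16 hr, decreased signal indicating inhibition.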
# Nrf2 inh: Nrf2 qHTS screen for inhibitors; A549 ARE-Fluc reporter, luciferase luminescence, 18-24 h; Potency, µM (series often up to 46 µM), without a hit: top-dose activity change, negative = inhibition, usual class: inhibitors; 2.1% of 360,000 active; also: potency is read from the fitted curve at half-maximal effect; % is scaled to controls: 0 for no effect and ±100 for the full control effect; nearly all actives have a fitted effect of over 60% in size
#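 Two sequential reads on A549 ARE_Fluc cells exposed to compound for 18-24 h: a CellTiter-Fluor fluorescence read for viability, then a luciferase luminescence read for Nrf2/ARE activity.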
# Nrf2 activator: qHTS of Nrf2 Activators; Potency, µM (series often up to 46.1 µM), for inactives: at the highest dose activation, hits mostly activators; AID 624171, 2012; AREc32 ARE-luciferase reporter (MCF7-derived line), luminescence, 24 h; 0.31% of 410,000 active; also: potency is read from the fitted curve at half-maximal effect; % of control where 0% means no effect; nearly all actives have a fitted effect of over 65% in size
#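 For detection, Steady-Glo was added and plates sat 30 min at RT; before that, AREc32_Fluc cells grown overnight in OPTI-MEM/5% FBS had been treated with 23 nL compound for 24 hr at 37 deg C.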
# TGFb SMAD3 inh: qHTS for Inhibitors of TGF-b; HepG2 CAGA-GFP TGF-b/SMAD3 reporter, GFP fluorescence, 18 h; TGF-beta stimulated, 500 pg/mL final; Potency, µM (series often up to 46.1 µM), for the others: at the highest dose activity, negative = inhibition, most hits filed as inhibitors; 1.2% of 410,000 active; AID 588855, 2011; also: potency is read from the fitted curve at half-maximal effect; % is scaled to controls: 0 for no effect and ±100 for the full control effect; nearly all actives have a fitted effect of over 65% in size
#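 TGF-beta reporter screen: HEPG2 CAGA-GFP, 1% FBS, 500 pg/mL TGF-beta final, 18 h; per-cell GFP summed per well; curves fitted and categorized by class.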
# ATXN2 expr inh: Primary qHTS for Inhibitors of ATXN expression. HEK-293 ATXN2-luciferase reporter, luminescence, 24 h. Potency, µM (highest dose often 57 µM), inactives show at the top dose activity change, negative = inhibition, actives largely listed as inhibitors. 0.72% of 360,000 active. AID 1745845, 2022; also: potency is read from the fitted curve at half-maximal effect; % is scaled to controls: 0 for no effect and ±100 for the full control effect; nearly all actives have a fitted effect of over 55% in size
#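 ATXN2-luciferase reporter cells (luciferase flanked by upstream and downstream ATXN2 gene portions) were treated 24 h at 37 °C with compounds at up to 57 uM. SteadyGlo luminescence gave expression; GF-AFC fluorescence gave viability.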
# * hit, by the source's call; i = inactive; ? = inconclusive; . = not tested or not shown; & = joins results of further samples; [ ] = remark or other dose. Unless noted, calls follow the shape of the dose curve; as a rule, active = well fitted curve in the direction sought with a large enough effect; inconclusive = small, poorly fitted or top-dose-only effect, or another doubt; inactive = no such curve, though single readings can be large; an effect the other way counts as inactive or inconclusive.
no.	SMILES	A549 tox	MCF10A rereplic	S2 tox	HepG2 viability	IL1B secr inh	Nrf2 inh	Nrf2 activator	TGFb SMAD3 inh	ATXN2 expr inh
1	CCOCCc1nnc(NC(=O)COC)s1	-2%	17%	i	7%	30	9%	0.8%	0%	3%
2	CCN(c1ccc(C)cc1C)S(=O)(=O)c1nnc(NC(=O)c2ccc(F)cc2)s1	-2%	.	.	-44%	.	-15%	-0.3%	-29%	.
3	Clc1ccc2nnnc(-c3ccccc3)c2c1	?	3.3µM*	?	31%	-100*	?	-3.3%	?	15µM*
4	Cn1c2cc(Br)sc2c2cnn(Cc3c(F)cccc3Cl)c(=O)c21	0%	-3%	i	-6%	.	10%	0.4%	-2%	7%
5	COC(=O)C1CCN(S(=O)(=O)c2ccc(Br)s2)CC1	4%	-3%	i	4%	0	5%	-0.6%	-12%	-13%
6	CC(C)=CCC(C)(C)/C=N/NC(N)=O	0%	-3%	i	11%	16	8%	-0.9%	5%	4%
7	O=C1C2C3C=CC(C3)C2C(=O)N1/N=C/c1cc(Br)cc([N+](=O)[O-])c1O (stereo not given)	-15%	?	i	9%	-27	4%	0.9%	-17%	-10%
8	CCCCc1ccc(-n2c(Cc3cccs3)n[nH]c2=S)cc1	-1%	?	i	-12%	0	13%	-0.1%	-17%	-23%
9	CC(C)CC(C(=O)Nc1ccc2c(c1)OCCO2)N1C(=O)c2ccccc2C1=O (stereo not given)	-1%	?	i	5%	-1	.	-0.9%	5%	-9%
10	O=C(c1ccco1)N1CCN(C(=O)c2cc(-c3ccccc3)nc3ccccc23)CC1	1%	8%	i	-26%	0	13%	2.6%	-15%	11%
11	CCOC(=O)N1CCN(c2c(N3CCN(c4ccccc4OC)CC3)c(=O)c2=O)CC1	4%	15%	i	5%	-3	-5%	-0.6%	0%	-3%
12	COCc1ccc(C(=O)N2CCN(CC(=O)N3CCCC3)CC2)cc1	0%	-3%	i	-13%	5	-11%	0.3%	3%	-13%
13	CCn1cnc2c(Nc3cccc(Cl)c3)nc(C#N)nc21	-4%&-7%	11%	i	-23%	.	-16%&7%	4.3%	-14%	12%
14	Cc1cccc(O)c1C	4%	10%	i	-9%	-3	-11%	-1.1%	23%	-5%
15	CC(Oc1ccc(F)cc1)C(=O)N(Cc1ccccc1)c1c(N)n(Cc2ccccc2)c(=O)[nH]c1=O (stereo not given)	0%	1%	i	1%	14	1%	-0.1%	-5%	1%

# Reprinted from the part before: two entries, followed by the next part.
no.	SMILES	A549 tox	MCF10A rereplic	S2 tox	HepG2 viability	IL1B secr inh	Nrf2 inh	Nrf2 activator	TGFb SMAD3 inh	ATXN2 expr inh
14	Cc1cccc(O)c1C	4%	10%	i	-9%	-3	-11%	-1.1%	23%	-5%
15	CC(Oc1ccc(F)cc1)C(=O)N(Cc1ccccc1)c1c(N)n(Cc2ccccc2)c(=O)[nH]c1=O (stereo not given)	0%	1%	i	1%	14	1%	-0.1%	-5%	1%
16	COc1ccccc1NS(=O)(=O)c1ccc(C)c(C(=O)NCc2cccnc2)c1	3%	14%	i	12%	19	-10%	-0.5%	8%	-6%
17	Cc1ccc(-c2nc(Nc3cccc(C)c3)sc2CC(=O)O)cc1	4%	21µM*	i	-16%	-7	12%	6.7%	-22%	24%
18	Cc1ccc(NC(=O)c2ccccc2)cc1	-1%	0%	i	-14%	?	?	-0.1%	-3%	-14%
19	Nc1[nH]nc2nc(N3CCOCC3)nc(-c3ccccc3)c12	1%	2%	i	-26%	-8	-23%	0.1%	-3%	1%
20	CC(C)(C)C(=O)NC(=S)Nc1ccc(C(F)(F)F)cc1	?	3%	.	12%	18	19%	5.2%	-19%	12%
21	Cc1nnc(-c2cnn(-c3ccccc3)c2N)n1Cc1ccncc1	-4%	7%	i	-18%	-2	1%	-0.5%	?	10%
22	CCN(C(=O)COC(=O)c1cccn1C)C1CCS(=O)(=O)C1 (stereo not given)	0%	-1%	i	1%	2	-3%	-1.8%	0%	5%
23	O=C(NC(=S)N1CCCC1)c1cccc([N+](=O)[O-])c1	5%	-3%	i	0%	5	3%	0.5%	-17%	0%
24	CC1=C(C(=O)N(C(C)C)C(C)C)CC(CC(=O)NCCCCc2ccccc2)C(=O)N1Cc1ccccc1 (stereo not given)	.	.	?	-34%	0	.	0.2%	?	0%
25	CCc1cccc(CC)c1C(OC(C)=O)c1cccnc1 (stereo not given)	13%	29%	i	33%	-2	11%	-1.1%	12%	-8%
26	CCOc1ccc(NC(=S)NC(=O)Cc2ccccc2)cc1	0%	1%	i	-13%	-10	11%	2.8%	-26%	.
27	COc1ccc(Cl)cc1NC(=S)N1CCN(C(=O)C2CCCO2)CC1 (stereo not given)	6%	3%	i	-23%	21	-4%	0.4%	-21%	.
28	O=S(=O)(Cc1ccccc1Cl)NCCOc1ccccc1	0%	-4%	i	-1%	0	17%	0.4%	3%	2%
29	COC(=O)c1cc(C(=O)OCC(=O)NC2CCCCCCC2)cc([N+](=O)[O-])c1	0%	2%	i	-5%	4	3%	-0.1%	-7%	-2%
30	Cc1ccc(C(=O)Nc2ccc(C(=O)N/N=C/c3c[nH]c4ccccc34)cc2)cc1	-17%	?	i	-2%	-16	?	7.9%	?	-15%[11.3 µM]
31	CCOC1=C2[C@@H](CN(S(=O)(=O)c3ccccc3C)[C@H]2c2ccc(Cl)cc2)[C@H]2C(=O)N(c3ccccc3)C(=O)[C@H]2C1	.	.	i	-25%	3	.	0.4%	-7%	1%
32	O=C1N/C(=N/S(=O)(=O)Cc2ccccc2)S/C1=C/c1ccc2c(c1)OCO2	-19%	?	i	-31%	?	-12%	3.2%	?	.
33	Cc1cccc(NC(=O)/C(C#N)=C/c2ccccc2Cl)n1	-2%	?	i	3%	7	-15%	-0.6%	10%	1%
34	O=C(OCc1cncs1)c1ccccc1	5%	2%	i	-10%	1	0%	-0.8%	11%	-10%
35	CCCN(C(=O)c1ccc(N(C)S(=O)(=O)c2ccc(C)cc2)cc1)C1CCS(=O)(=O)C1 (stereo not given)	6%	16%	i	-12%	-4	1%	0.5%	3%	-1%
36	COc1ccc(NC(=O)c2cc(=O)c3ccccc3o2)cn1	-4%	-5%	i	2%	-18	-16%	-0.7%	7%	11%
37	Brc1cccc(-c2nnco2)c1	2%	9%	i	-15%	0	6%	0.2%	-5%	-1%
38	CCCc1[nH]nc2c1C(c1cc(OC)ccc1F)C(C#N)=C(N)O2 (stereo not given)	-1%	-2%	i	-2%	?	1%	-0.7%	-17%	2%
39	COC(=O)c1c(-c2ccccc2Cl)noc1-c1cnc(N)nc1C(F)(F)F	-7%	-12%	i	13%	-1	-8%	-0.1%	6%	13%
40	Cc1c(OC(C)C(=O)NC(Cc2c[nH]c3ccc(O)cc23)C(=O)O)ccc2c1oc(=O)c1ccccc12 (stereo not given)	3%	-1%	i	1%	7	-2%	6.6%	-2%	5%
41	N#Cc1cc([N+](=O)[O-])ccc1Oc1cccc(/C=N/NC(=O)c2ccc(Cl)cc2)c1	?	3%	?	-29%	-14	5.8µM*	-0.9%	-17%	-20%
42	CCn1c(CSc2nc3ccccc3s2)nnc1SCC(=O)c1ccc(O)c(O)c1	-8%	2%	?	0%	98	?	-0.6%	?	-23%
43	CC(=O)N1CCc2cc(Br)cc(S(=O)(=O)CCC(=O)NCc3ccc(F)cc3)c21	1%	.	i	-15%	.	8%[9.27 µM]	-0.6%	?	6%
44	COc1cc(C2C(C#N)=C(N)Oc3c2oc(CO)cc3=O)cc(OC)c1OC (stereo not given)	3%	14%	i	16%	-11	-8%	0.2%	5%	0%
45	Cc1ccc(/C=C2\CCOC2=O)cc1	1%	-5%	i	3%	?	7%	5.3%	-3%	17%

# Copied from the list.
# CCOC1=C2[C@@H](CN(S(=O)(=O)c3ccccc3C)[C@H]2c2ccc(Cl)cc2)[C@H]2C(=O)N(c3ccccc3)C(=O)[C@H]2C1 in Nrf2 activator shows 0.4%
# O=C(OCc1cncs1)c1ccccc1 in Nrf2 inh shows 0%

# (cont.)
no.	SMILES	A549 tox	MCF10A rereplic	S2 tox	HepG2 viability	IL1B secr inh	Nrf2 inh	Nrf2 activator	TGFb SMAD3 inh	ATXN2 expr inh
46	COc1ccc(N2CC(O)(c3ccc(F)cc3)[N+]3=C2CCCC3)cc1 (stereo not given)	1%	14%	i	-27%	-21	3%	-0.4%	6%	-5%
47	COc1ccc(C2/C=C\CC(NC(=O)OCC3c4ccccc4-c4ccccc43)CC(=O)N2Cc2ccccc2F)cc1 (stereo not given)	?	-7%	?	-15%	?	-1%	9.7%	-17%	-23%
48	Cc1ccc(S(=O)(=O)N2CC3(O)CN(C(=O)OC(C)C)N(C(=O)OC(C)C)CC3(OC(=O)NCc3ccccc3F)C2)cc1 (stereo not given)	.	.	22µM*	-31%	-9	.	-4.3%	?	0%
49	Cc1cc(C)n2nc(SC(C)C(=O)N(C)C3CCCCC3)nc2n1 (stereo not given)	7%	0%	i	-5%	25	-4%	-0.9%	14%	-8%
50	Cc1cccc2c1NC(=O)C2=O	6%	?	i	1%	4	4%	2.0%	3%	-23%
51	CCOCC(=O)Nc1cc(C(=O)Nc2ccccc2)ccc1Cl	-12%	-5%	i	-15%	-11	1%	0.1%	-4%	57%[activator]
52	CC(=O)Nc1sc(NC(=O)c2ccc(Cl)cc2)nc1-c1cccs1	1%	0%	?	0%	0	3%	0.7%	3%	-33%
53	Cc1cccc(C(=O)N2CCC(N3CCC(C(=O)N4CCOCC4)CC3)CC2)c1	-3%	-2%	i	0%	-9	-1%	0.2%	4%	-6%
54	Cc1ccccc1Cn1nc(C)c(NC(=O)c2cc(CC(C)C)on2)c1C	4%&-6%	-12%	i	6%&-36%	-16	?	0.5%&4.2%	?	-30%&-15%
55	c1ccc(Cc2ccc(OCCn3ccnc3)cc2)cc1	2%	-5%	i	-63%	-57*	?	4.7%	?	-19%

# Screening results: PubChem BioAssay, National Center for Advancing Translational Sciences (NCATS)
